cardiac RTF act = cardiac RTF calcium sensitization; P19429+P45379; IANBD-labeled TnC RTF fluorescence at EC20 calcium; 0% EC20 calcium, 100% full calcium; activation, % at 7.2 µM; 340,000 compounds, 0.24% hits; AID 493008;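 active = activation above the mean over all tested compounds plus 3 SD, cut at about 30% in these data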;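 note: rise in fluorescence read as greater calcium sensitivity of cardiac thin filaments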
PfHsp90 yeast 2 = reduces growth (ATP signal) of yeast expressing P. falciparum Hsp90 | S. cerevisiae expressing PfHsp90, BacTiter-Glo ATP, 48 h; yeast lacking PDR1 and PDR3 efflux regulators | inhibition, % at 9.4 µM | 310,000 compounds, 0.32% hits | AID 504621;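 active = every replicate shows inhibition above about 80%, whatever the replicate mean, limit read from the data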;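 note: 0% = DMSO neutral controls and 100% = 20 µM radicicol positive controls; yeast relying on Plasmodium falciparum Hsp90 in place of its own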
NSD2 HMT inh = inhibitors of human histone methyltransferase NSD2; O96028; AID 743445; 310,000 compounds, 0.54% hits; NSD2 peptide methylation, AlphaScreen, 120 min; inhibition, % at 12.5 µM; in the data active = inhibition above about 50%
Keap1-Nrf2 PPI = inhibitors of human Keap1-Nrf2 protein-protein interaction | 340,000 compounds, 0.15% hits | Q14145 | inhibition, % at 9.4 µM | AID 504523 | Keap1 Kelch-Nrf2 peptide fluorescence polarization, 1536-well; in the data active = inhibition above about 12%;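 note: human Keap1 Kelch domain with fluorescein labeled Nrf2 9mer peptide probe; 0% = neutral control wells and 100% = peptide positive control; higher means more block of Keap1 binding to Nrf2 peptide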
Target sequence (Q14145 whole entry, looked up, the tested form may be a part): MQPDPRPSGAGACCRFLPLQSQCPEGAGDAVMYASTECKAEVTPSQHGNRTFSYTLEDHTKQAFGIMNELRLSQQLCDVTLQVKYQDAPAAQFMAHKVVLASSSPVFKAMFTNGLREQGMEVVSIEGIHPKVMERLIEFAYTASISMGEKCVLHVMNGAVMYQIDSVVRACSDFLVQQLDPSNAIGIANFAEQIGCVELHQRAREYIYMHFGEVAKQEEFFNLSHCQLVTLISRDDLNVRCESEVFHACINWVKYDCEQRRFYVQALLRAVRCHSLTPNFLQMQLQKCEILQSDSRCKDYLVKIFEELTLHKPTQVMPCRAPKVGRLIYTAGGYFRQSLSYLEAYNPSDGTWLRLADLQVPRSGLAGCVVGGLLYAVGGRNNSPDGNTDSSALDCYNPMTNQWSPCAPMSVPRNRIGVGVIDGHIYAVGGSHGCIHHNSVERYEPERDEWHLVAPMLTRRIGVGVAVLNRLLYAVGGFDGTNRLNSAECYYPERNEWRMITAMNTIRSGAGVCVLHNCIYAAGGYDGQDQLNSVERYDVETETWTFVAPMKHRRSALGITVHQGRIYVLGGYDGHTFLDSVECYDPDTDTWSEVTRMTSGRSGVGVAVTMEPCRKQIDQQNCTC
PvdQ acylase = blocks Pseudomonas aeruginosa PvdQ acylase activity; 340,000 compounds, 0.063% hits; inhibition, % at 10 µM; purified PvdQ acylase, fluorescence plate reader; in the data active = inhibition above about 30%, passing the limit was not always enough;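 note: 0% = vehicle neutral wells and 100% = reference inhibitor wells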
dFosB activator = enhances mouse delta FosB homodimer DNA binding. P13346. activation, % at 25 µM. purified delta FosB, TAMRA-CDK5 oligo fluorescence polarization; percent of positive-control signal above neutral wells. 340,000 compounds, 0.99% hits;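 active = mean activation above about 17%, with every replicate also reaching it, limit read from the data, passing the limit was not always enough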;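 note: fluorescence polarization rise as delta FosB binds a TAMRA Cdk5 AP-1 oligo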
Target sequence (P13346 whole entry, looked up): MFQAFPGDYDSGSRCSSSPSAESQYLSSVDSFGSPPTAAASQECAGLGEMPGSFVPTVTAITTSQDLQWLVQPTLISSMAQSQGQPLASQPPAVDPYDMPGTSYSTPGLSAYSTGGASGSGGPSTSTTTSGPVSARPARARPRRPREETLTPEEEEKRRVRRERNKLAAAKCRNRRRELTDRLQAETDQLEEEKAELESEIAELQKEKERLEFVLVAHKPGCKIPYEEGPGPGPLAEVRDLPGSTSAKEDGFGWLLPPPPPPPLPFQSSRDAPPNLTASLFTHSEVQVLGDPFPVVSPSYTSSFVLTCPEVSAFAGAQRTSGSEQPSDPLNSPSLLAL
Rtt109 HAT inh = blocks Candida albicans Rtt109/Vps75 acetyltransferase activity. purified Rtt109/Vps75, ThioGlo CoA-SH fluorescence, 4 h. inhibition, % at 34.9 µM. 330,000 compounds, 0.16% hits. AID 540336;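 active = inhibition of at least 50% in every replicate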
C-LANA FP = KSHV C-LANA DNA binding inhibition; inhibition, % at 9 µM; AID 504423; MBP-C-LANA/FAM-LBS DNA binding, fluorescence polarization; 340,000 compounds, 0.078% hits;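 active = highest replicate inhibition at or above 60% at 9 µM, even if other replicates fall short; inactive = all replicates below 60% inhibition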;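 note: 0% = neutral control wells and 100% = 4 µM acridine orange control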
Cardiac RTF inh = cardiac RTF calcium desensitization; 340,000 compounds, 0.12% hits; P19429+P45379; IANBD-labeled cardiac RTF, Ca2+ fluorescence; inhibition, % at 7.15 µM;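 active = inhibition above the mean inhibition of all tested compounds plus 3 SD, cut at about 17% in these data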;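 note: assay run at fixed EC70 calcium of 1.6 mM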
CDK5 inh = inhibitors of human CDK5/p35 kinase; Recombinant CDK5/p35, ADP-Glo luminescence, 60 min; Q00535+Q15078; 330,000 compounds, 0.01% hits; inhibition, % at 10 µM;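 active = highest replicate inhibition of at least 50% and at least 75% of replicates reaching 50%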;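 note: plate controls were DMSO neutral control for no effect and GW8510 at 10 µM for full effect; many of its hits are not listed in these tables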
SUMO Mot1 rescue = inhibitors of SUMOylation pathway: yeast Mot1-301 growth rescue; S. cerevisiae Mot1-301 growth rescue, ATP luminescence, 38.5C; percent above DMSO median, 100 means doubled; growth rescue, % at 18.8 µM; 320,000 compounds, 1% hits; AID 2716;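 active = every valid replicate shows activation above 250% relative to neutral control wells; inactive = the rest, any valid replicate at or below 250%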;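 note: OY570 slx delta 5 strain wells were the positive control but not used for scaling; some compounds called inactive have numbers as strong as hits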
Starred values were filed as active, the others as inactive; · = no result given.

SMILES	cardiac RTF act	PfHsp90 yeast 2	NSD2 HMT inh	Keap1-Nrf2 PPI	PvdQ acylase	dFosB activator	Rtt109 HAT inh	C-LANA FP	Cardiac RTF inh	CDK5 inh	SUMO Mot1 rescue
C=C[C@@H]1c2ccccc2N(S(=O)(=O)c2ccc(C)cc2)[C@H](c2ccccc2)C1(C#N)C#N	8	-22	·	-4	-13	3	-6	-1.5	-9	0.6	-23
Cc1sc2nc(COC(=O)CNC(=O)c3ccc(C(C)(C)C)cc3)[nH]c(=O)c2c1C	6	0	-2	-3	-4	-11	5	-0.8	3	-1.9	343
CC(C)C(=O)Nc1ccc(NC(=O)c2cccc3c(Br)cccc23)cc1	-6	0	·	-5	-7	-3	-6	-1.1	-8	-0.1	10
O=C(Nc1cccc(C(F)(F)F)c1)c1cc(-c2cccs2)on1	5	-27	-2	0	-4	2	-4	-1.4	-1	1.7	-8
COc1ccccc1-c1nn(-c2ccccc2)cc1C(=O)N1CCc2ccccc2C1	-5	-47	-2	0	0	-13	9	-0.1	1	1.0	-2
O=C(Nc1ccccc1C(F)(F)F)c1cccnc1	3	9	·	-3	-13	3	·	0.5	-2	-0.9	-2
CC(NC(=O)c1ccccc1NC(=O)CSc1nnnn1C)c1ccccc1 (stereo not given)	-4	-4	1	-2	-3	-2	-5	-0.7	-13	-0.2	8
CSCCC(NS(=O)(=O)c1ccc(C)cc1)C(=O)N1CCN(S(=O)(=O)c2ccc(F)cc2)CC1 (stereo not given)	-6	15	·	-3	-1	-10	-20	-2.5	-8	-1.9	·
COc1ccc(NC(=O)CCOc2cc(C)ccc2C)cc1S(=O)(=O)N1CCCCC1	-2	13	0	-3	-13	-15	-3	-4.3	3	1.0	-21
COc1ccc(/C=N/NC(=O)CCNc2n[nH]c(=O)[nH]c2=O)c(OC)c1	3	-3	1	-6	-12	3	-2	-0.7	1	-3.6	-14
COC(=O)Cn1c(=O)c2c(nc3n2CC(C)CN3Cc2ccccc2)n(C)c1=O (stereo not given)	8	-9	0	0	-15	-14	2	1.3	-5	1.3	-7
COc1ccc(OCC(=O)Nc2ccc3oc(-c4ccncc4)nc3c2)cc1	-3	0	-2	1	6	4	-1	-0.8	3	-1.9	50
Brc1ccc(C2=CSC3=NCCN23)cc1	1	-21	3	-3	-51	-3	4	0.4	-11	-0.6	-10
Cc1ccc(C(=O)N2[C@@H]3CN(C)C(=O)[C@@]2(Cc2ccccc2)[C@H]2C(=O)N(C)C(=O)[C@@H]32)cc1	6	-17	·	-7	-16	0	-3	0.1	5	-0.1	·
O=C(c1cccs1)N(Cc1ccc(F)cc1)C1CCS(=O)(=O)C1 (stereo not given)	4	-36	0	-2	-11	-5	-14	-1.6	-3	-0.5	-14
O=C(NCC(c1ccco1)N1CCN(c2ccc(F)cc2)CC1)C(=O)NC1CC1 (stereo not given)	-4	-9	3	-2	6	3	6	0.7	-7	0.6	-7
CCOC(=O)c1sc(NC(=O)CSc2nc3ccccc3o2)c(C(=O)OCC)c1C	5	10	8	0	-5	1	7	5.3	-9	0.7	-10
Cc1ccccc1N(CC(N)=O)S(C)(=O)=O	16	·	·	-2	-9	-10	0	2.2	-10	2.1	6
COc1ccc(NC(=O)COc2coc(CN3CCN(c4ccccc4)CC3)cc2=O)cc1	-4	3	-1	0	5	-5	21	0.5	1	-0.6	·
Cc1cc(C(=O)NCCCN2CCOCC2)n(-c2ccccc2)n1	14	7	·	-3	-9	-5	0	-0.2	-5	-2.4	0
O=C(COC(=O)c1ccc(Br)cc1)NCCN1C(=O)CSC1=O	0	·	-1	-2	-12	3	-6	0.8	-7	-4.7	-7
COc1cccc(NC(C)C(=O)Nc2cc([N+](=O)[O-])ccc2Cl)c1 (stereo not given)	3	-2	44	-3	-3	4	6	-4.3	4	0.2	5
CCC(=O)Nc1cccc(-c2nc3ccccc3c(=O)o2)c1	-2	9	0	-2	-12	-30	6	-0.9	7	1.7	·
Cc1ccc(-c2cc(C(=O)NCCCn3ccnc3)no2)cc1	-4	-11	-1	0	-4	-5	4	-0.7	-8	0.7	-6
CN(CCC1CCOCC1)C(=O)CC1C(=O)NCCN1Cc1ccoc1 (stereo not given)	7	7	·	-4	1	1	4	-4.6	3	2.0	-7
C[C@@H]1NC(=O)N(c2ccc(F)cc2)C1=O	2	-20	-4	3	-7	3	0	0.3	-10	0.4	-8
CC(C)n1nnc2ccccc2c1=O	2	·	-2	3	-16	1	-14	-1.1	-8	-1.3	-2
O=c1cc(NS(=O)(=O)c2ccccc2)nc(SCc2ccccc2Cl)[nH]1	-2	-7	4	-3	-4	-14	5	0.4	-10	2.0	1
N#Cc1ccccc1S(=O)(=O)N1CCN(C(=O)CCC2CCCC2)CC1	2	30	-1	2	14	-1	-1	-1.3	-1	-0.5	-2
Cc1ccc(Cl)c2c1NC(=O)C2(O)CC(=O)c1ccc(Br)cc1 (stereo not given)	3	-3	10	-4	-12	-3	1	0.4	-10	0.0	8
O=C(NC1CCCCC1)C1CN(S(=O)(=O)c2ccccc2)CCN1S(=O)(=O)c1ccccc1 (stereo not given)	3	·	-1	4	-11	-4	2	2.3	-5	0.0	-3
COc1ccc2oc(C(=O)OCC(=O)NC3(C#N)CCCC3)c(C)c2c1	1	3	1	·	-20	-4	·	·	4	0.4	-3
c1ccc(C2(Cn3ccc4ccccc43)OCCO2)cc1	2	·	-3	7	-2	-3	·	2.1	2	-0.2	-17
COC(=O)CSc1nc(C)c(C(C)=O)cc1C#N	3	·	1	-5	-4	6	9	-1.3	-5	-1.5	0
Cc1ccc(NC(=O)Cn2ccsc2=N)cc1S(=O)(=O)N(C)C	3	-5	-2	-3	-13	-13	1	1.5	1	-0.5	-3
COc1ccc(C(CNC(=O)C(=O)NC2CCCC2)N2CCN(C)CC2)cc1 (stereo not given)	7	-5	8	0	-1	-9	-9	0.8	6	-0.5	34
Cc1cc(C)n2nc(CC(=O)NC3CCCC(C)C3C)nc2n1 (stereo not given)	-4	12	0	-5	9	2	3	0.3	-1	2.2	-7
CCC(=O)N1CCc2cc(S(=O)(=O)N3CCCCC3CC)ccc21 (stereo not given)	-5	-6	1	1	6	-3	4	0.4	-2	-1.1	-19
Clc1ccc(OCCN2CCN(c3ncnc4sccc34)CC2)cc1	4	-10	-2	3	-13	-3	5	1.1	-2	1.9	46
CO/N=C/c1cc([N+](=O)[O-])ccc1Sc1ccc(C)cc1	2	14	8	-2	-11	-8	-4	-0.3	-3	-2.6	·
O=C(c1cn(Cc2ccccc2)nc1-c1cccnc1)N1CCN(Cc2c(F)cccc2Cl)CC1	2	12	6	-4	-10	-11	3	0.2	4	0.4	-4
C=CCOc1c(CNC2CCCC2)cc(Cl)cc1OC	7	15	4	-5	-11	1	-6	2.5	7	-9.4	471
CCOC(=O)c1ccc(NS(=O)(=O)c2cc3c4c(c2)CCN4C(=O)CC3)cc1	-9	-15	0	-2	-13	-4	2	-0.4	-2	-0.8	8
CCN(Cc1ccccc1)S(=O)(=O)c1cn(C)cn1	3	0	-9	-8	-15	-1	-6	-0.2	2	-0.7	23
Cc1nonc1NC(=O)c1ccc(Cl)c(S(=O)(=O)N2CCCCC2)c1	4	8	1	2	0	-3	8	-0.1	-21	0.6	8
COC(=O)COc1ccccc1C(=O)Nc1ccc(OC)cc1	-2	3	-4	-3	3	-1	·	0.5	10	-1.2	-21
O=C1C(c2ccc(F)cc2)N(C2CCCCC2)C(=O)CN1C1CCCC1 (stereo not given)	-2	-3	1	-2	-10	-10	2	3.0	-4	-1.1	3
CC(C)C[C@H](NC(=O)NCc1ccc(Cl)cc1)C(=O)O	-3	28	-1	-3	1	1	-5	-0.5	9	-0.6	9

Arranged by heavy-atom count (low to high): some entries from above.
SMILES	cardiac RTF act	PfHsp90 yeast 2	NSD2 HMT inh	Keap1-Nrf2 PPI	PvdQ acylase	dFosB activator	Rtt109 HAT inh	C-LANA FP	Cardiac RTF inh	CDK5 inh	SUMO Mot1 rescue
CCN(Cc1ccccc1)S(=O)(=O)c1cn(C)cn1	3	0	-9	-8	-15	-1	-6	-0.2	2	-0.7	23
CC(C)C[C@H](NC(=O)NCc1ccc(Cl)cc1)C(=O)O	-3	28	-1	-3	1	1	-5	-0.5	9	-0.6	9
CCOC(=O)c1ccc(NS(=O)(=O)c2cc3c4c(c2)CCN4C(=O)CC3)cc1	-9	-15	0	-2	-13	-4	2	-0.4	-2	-0.8	8

Next part.
SMILES	cardiac RTF act	PfHsp90 yeast 2	NSD2 HMT inh	Keap1-Nrf2 PPI	PvdQ acylase	dFosB activator	Rtt109 HAT inh	C-LANA FP	Cardiac RTF inh	CDK5 inh	SUMO Mot1 rescue
Cc1cccc(C)c1NC(=O)CS(=O)CC(=O)NCC1OCCc2ccccc21 (stereo not given)	1	-23	-3	-5	26	-8	-3	-0.3	-5	4.4	·
CC1Cc2ccccc2N1C(=O)COc1cccc(-n2cnnn2)c1 (stereo not given)	-5	25	130*	-3	-1	-1	7	-0.8	-4	-2.4	12
CC(C)C(c1nnnn1Cc1cccs1)N1CCN(C(=O)c2ccco2)CC1 (stereo not given)	0	0	·	-2	8	0	-7	1.2	-2	0.5	5
CN1C(=O)/C(=C2\SC(N)=NC2=O)c2ccccc21	2	-10	1	-2	7	-11	-2	-1.1	-6	-1.6	-1
COc1ccc(NC(=S)NC23CN4CN(CN(C4)C2)C3)c(OC)c1	2	16	6	-6	-20	-5	2	-1.2	0	0.1	13
Cc1cc(=O)[nH]c(SCC(=O)Nc2ccc(C(=O)O)cc2)n1	1	31	1	-5	-2	-3	1	-2.6	-1	0.1	489
COc1cccc(/C=N/Nc2nn3cnnc3c3ccccc23)c1O	-4	-11	6	1	1	6	7	-3.1	6	0.5	·
CNC(=O)c1ccc(Nc2nnc(-c3ccc(C(N)=O)cc3)c3ccccc23)cc1	2	12	-2	-2	7	-13	8	0.8	-5	0.4	-24
CC1CCCC(C)N1C(=O)COc1ccc([N+](=O)[O-])cc1Cl (stereo not given)	-5	-8	-1	1	-1	-4	1	0.9	-6	-0.5	-7
O=C(Cc1cscn1)c1ccc(O)cc1O	-3	-32	24	-4	-2	-2	11	-0.6	1	2.7	-3
NS(=O)(=O)c1ccc(NC(=O)C2C3C=CC(C3)C2C(=O)O)cc1 (stereo not given)	0	-17	-3	1	5	-9	-1	-1.4	-3	-1.0	-7
CCC(C(=O)NC1CCCCC1)n1c(SCc2cccc(C)c2)nc2ccncc21 (stereo not given)	3	-2	·	-7	-8	-5	0	0.0	-4	-0.9	185
COc1ccc(-c2csc(NC(=O)CC(C)C)n2)cc1	-4	5	1	-1	8	-5	13	0.6	0	-0.8	78
CCOc1ccc(C(=O)N2CCn3c2nc2ccccc23)cc1	-1	0	-1	0	-3	2	-10	0.2	-7	0.1	10
Cn1c(=O)cc(SCC(=O)NCC2CCCO2)c2ccc(Cl)cc21 (stereo not given)	-3	22	·	-3	5	-1	2	7.1	-15	0.7	74
CCC(C)NC(=O)Cn1c(=O)sc2ccccc21 (stereo not given)	-1	-5	1	2	-3	-3	-8	1.8	-3	-1.9	-5

Bioassay records (PubChem BioAssay)
